VLA-4 inh: inhibition in a human VLA-4 binding assay. P13612. inhibition, % (about 7 µM as worked out from the volumes in the protocol). VLA-4 expressing cells, ligand binding flow cytometry. 330,000 compounds, 0.2% hits; in the data active = inhibition above about 50%
BCLXL inh: inhibitors of human Bcl-xL; Q07817; GST-Bcl-xL / FITC-Bim BH3 peptide fluorescence polarization; inhibition, % at 10.9 µM; 320,000 compounds, 0.7% hits; AID 2129;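 active = inhibition above the mean of all tested compounds plus 3 SD, cutoff set per campaign, cut at about 30% in these data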;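 note: 0% = DMSO wells and 100% = unlabeled Bim-BH3 peptide competitor; inhibitors lower millipolarization by displacing the labeled peptide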
Target sequence (Q07817 whole entry, looked up): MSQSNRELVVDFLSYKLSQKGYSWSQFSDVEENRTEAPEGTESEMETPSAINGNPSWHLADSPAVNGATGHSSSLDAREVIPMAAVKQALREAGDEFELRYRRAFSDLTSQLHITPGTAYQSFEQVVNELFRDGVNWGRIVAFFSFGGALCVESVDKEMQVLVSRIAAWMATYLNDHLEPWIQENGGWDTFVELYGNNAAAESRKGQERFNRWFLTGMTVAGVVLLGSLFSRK
GLD-1 TGE inh: GLD-1-TGE RNA interaction inhibition (C. elegans); Q17339; purified GLD-1 + fluorescein TGE RNA, fluorescence polarization; inhibition, % at 5.96 µM; 320,000 compounds, 0.44% hits; AID 2280;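 active = percent inhibition above a per-plate cutoff, the plate mean of test compounds plus 3 SD, cut at about 30% in these data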;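 note: 0% = DMSO wells with GLD-1 and probe and 100% = wells lacking GLD-1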
Fam108B counter: blocks mouse Fam108B hydrolase in RBBP9 counter-screen. recombinant Fam108B, FP-Rh probe fluorescence polarization. inhibition, % at 9.51 µM. 300,000 compounds, 0.33% hits;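 active = inhibition above the screen mean inhibition plus 3 SD, computed separately per campaign, cut at about 18% in these data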;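 note: inhibitors lower polarization as less probe binds the enzyme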
AGP1 TOR yeast: yeast TOR pathway AGP1-GFP modulation; S. cerevisiae AGP1-GFP multiplex flow cytometry, 3 h; GFP as percent of DMSO wells; GFP response vs DMSO, % at 10 µM; 320,000 compounds, 0.02% hits; AID 2066;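 active = GFP response relative to DMSO above a set limit, near screen average plus 3 SD, cut at about 150% in these data; inconclusive = fewer than 70 cells counted for the yeast strain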;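 note: median GFP channel fluorescence of the gated AGP1 strain per well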
MEX-5 binding: C. elegans MEX-5 TCR-2 RNA binding activity. MEX-5/FITC-TCR2 RNA binding, fluorescence polarization; hits give low values. activity score (negative = inhibition of binding), % at 10 µM. 300,000 compounds, 0.38% hits;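 active = inhibition past about -25% in most replicates, and total fluorescence under double the plate's negative control median, limit read from the data; inconclusive = replicates evenly split on the limit, or fluorescence at least double controls; inactive = too little inhibition in most replicates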;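 note: 0% = DMSO and -100% = 5 µM competing unlabeled TCR2 RNA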
CIT2-GFP yeast: yeast TOR pathway CIT2-GFP modulation; 320,000 compounds, 0.065% hits; S. cerevisiae CIT2-GFP strain, flow cytometry, 3 h; 100 means same as DMSO wells; AID 2029; GFP response vs DMSO, % at 10 µM;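 active = GFP response relative to DMSO above a set limit, near the screen mean plus 3 SD, cut at about 150% in these data; inconclusive = Fewer than 70 cells measured for a yeast strain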;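 note: ratio of well median GFP fluorescence to mean of DMSO wells on the plate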
MCL1 BIM primary: disrupts human MCL1 binding to BIM-BH3 peptide; inhibition, % at 10.9 µM; Q07820; GST-MCL1 / FITC-Bim-BH3 fluorescence polarization; AID 2057; 320,000 compounds, 0.68% hits;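 active = inhibition above the mean inhibition of all tested compounds plus 3 SD, set per campaign, cut at about 40% in these data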;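 note: 0% = DMSO wells and 100% = unlabeled Bim-BH3 peptide control; higher means more loss of mP so more displacement of Bim peptide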
GRK2 inh: inhibitors of human GRK2 displacing RNA aptamer | P25098 | bead flow cytometry, FAM-aptamer displacement from GRK2 | inhibition of aptamer binding, % at 10 µM | 330,000 compounds, 0.59% hits;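 active = inhibition of aptamer binding above 40%, roughly 3 SD of noise, on plates passing a quality check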;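 note: median bead fluorescence of bound FAM aptamer so fluorescent compounds give negative values; no value below 0 was filed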
Target sequence (P25098 whole entry, looked up): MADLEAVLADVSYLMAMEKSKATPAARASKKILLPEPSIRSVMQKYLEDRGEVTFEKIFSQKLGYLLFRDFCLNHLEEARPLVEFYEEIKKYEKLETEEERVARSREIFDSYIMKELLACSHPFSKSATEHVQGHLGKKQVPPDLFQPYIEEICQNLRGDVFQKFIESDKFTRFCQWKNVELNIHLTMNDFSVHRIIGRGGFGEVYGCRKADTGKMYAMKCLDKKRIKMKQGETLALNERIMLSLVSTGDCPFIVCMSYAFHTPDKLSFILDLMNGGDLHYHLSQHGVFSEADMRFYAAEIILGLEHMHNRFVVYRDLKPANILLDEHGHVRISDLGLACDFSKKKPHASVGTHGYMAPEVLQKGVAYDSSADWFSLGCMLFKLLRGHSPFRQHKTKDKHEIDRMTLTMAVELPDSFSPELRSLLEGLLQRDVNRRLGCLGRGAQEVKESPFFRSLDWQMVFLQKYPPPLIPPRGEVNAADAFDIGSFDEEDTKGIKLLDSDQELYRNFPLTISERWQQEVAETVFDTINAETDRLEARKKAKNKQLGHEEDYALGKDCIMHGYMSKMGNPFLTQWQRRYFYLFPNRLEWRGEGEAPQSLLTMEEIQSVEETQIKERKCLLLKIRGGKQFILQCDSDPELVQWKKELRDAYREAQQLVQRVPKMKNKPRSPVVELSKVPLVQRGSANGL
* = called active by the depositor; ? = inconclusive; nt = not tested or not shown; [ ] = another dose, or the depositor's remark.

#	Compound	VLA-4 inh	BCLXL inh	GLD-1 TGE inh	Fam108B counter	AGP1 TOR yeast	MEX-5 binding	CIT2-GFP yeast	MCL1 BIM primary	GRK2 inh
1	C/C(CC(=O)Nc1ccccc1-c1ccccc1)=N\NC(=O)COc1ccc(C)cc1Br	6	1	3	-3	93	-1.6	94	5	0
2	O=C(N/N=C/c1ccc(N2CCOCC2)cc1)c1ccccc1OCCOc1ccccc1	13	-3	-4	7	104	7.8	100	1	0
3	CS(=O)(=O)Nc1ccc(C(=O)NCc2ccccn2)cc1	-8	2	3	0	106	nt	102	4	0
4	COc1ccc(CNc2nc3ccccc3n2C)c(OC)c1	0	1	8	9	101	1.0	100	0	1
5	COc1ccc(C(=O)COC(=O)/C=C/c2ccccc2[N+](=O)[O-])cc1	-3	nt	6	nt	94	nt	83	nt	2
6	Cc1cccc(-c2nnc(SCC(=O)Nc3cccc(C(=O)N4CCOCC4)c3)n2C)c1	0	3	4	7	104	1.2	112	-1	2
7	C=CCN(C)NC(=O)Nc1ccccc1	15	5	0	7	98	-2.5	95	5	0
8	O=C(COC(=O)C1Cc2ccccc2CN1C(=O)c1ccccc1Cl)Nc1ccc(N2CCOCC2)cc1 (centres undefined)	31	0	2	1	93	-1.1	96	2	2
9	COc1ccc(NC(=S)Nc2cc(S(=O)(=O)N3CCCCC3)ccc2OC)cc1	8	9	-1	-1	101	0.4	103	6	1
10	O=[N+]([O-])c1cc([N+](=O)[O-])c2n[nH]c(-c3ccccc3)c2c1	4	2	1	2	95	-4.6	98	0	0
11	O=C(CSC1=NCCS1)NC1CCCC1	6	4	-3	3	105	3.0	108	-7	3
12	CCOc1ccc(CCNC(=O)c2cccc(S(=O)(=O)N3CCOCC3)c2)cc1OCC	1	-3	2	-1	90	-1.6	80	-4	2
13	Cc1ccc(N2C(=O)c3ccccc3C2(O)c2ncc[nH]2)cc1 (centres undefined)	1	-2	3	-3	92	0.7	92	-4	1
14	COc1ccc(C(=O)N2CCCC(C(N)=O)C2)cc1S(=O)(=O)N1CCOCC1 (centres undefined)	-13	3	2	nt	101	nt	104	-1	0
15	COc1cccc(NC(=S)N(Cc2ccc(C(=O)O)cc2)Cc2ccc(OC)c(OC)c2)c1	21	5	-2	0	95	0.3	88	9	0
16	Cc1cc(C)cc(OCc2nnc(SCC(=O)c3ccc(Br)cc3)o2)c1	0	-17	3	2	104	-1.2	97	-11	0
17	O=C(CC(=O)c1ccccc1[N+](=O)[O-])c1ccccc1	4	7	7	2	104	1.3	93	11	6
18	CCOc1ccc(-c2nc(CSc3nncs3)cs2)cc1OC	0	2	1	3	97	1.7	96	2	0
19	O=C(Nc1ccncc1)Nc1ccc(Br)cc1Cl	8	nt	nt	nt	92	1.6	88	nt	0
20	CCc1ccccc1OCC(=O)Nc1ccc(S(N)(=O)=O)cc1	19	-1	-3	-3	102	-0.6	100	3	1
21	CC(NC(=S)Nc1ccccc1Cl)C(c1ccccc1)N1CCOCC1 (centres undefined)	-2	-1	-3	5	103	-3.3	105	6	1
22	CC1CCN(C(=O)CCc2nnc3ccc(N4CCC5(CC4)OCCO5)nn23)CC1	-10	3	1	0	102	0.5	103	4	1
23	O=c1[nH]c(-c2ccccc2)ncc1Oc1ccccc1	5	6	8	0	99	-1.6	104	0	0
24	CC(C)C(=O)Nc1ccc(N2CCCC2)cc1	4	8	-1	8	114	-4.2	117	6	0
25	CCC1(c2ccccc2)C(=O)N(C(=O)OC(C)(C)C)N1C(=O)OC(C)(C)C (centres undefined)	nt	5	0	1	nt	-0.6	nt	2	nt
26	CCCCCSc1nnc(-c2ccccc2NC(C)=O)c(=O)[nH]1	34	1	-8	2	95	-4.1	90	1	0
27	COc1ccc(NC(=S)N2CCCCC2c2cccnc2)cc1 (centres undefined)	6	7	0	1	103	4.4	102	9	3
28	CCn1c(SCc2ccccc2)nnc1-c1cccnc1	23	-1	2	4	99	0.2	96	1	1
29	COc1cc(OC)cc(-c2nnc(SCC(=O)N3CCCc4ccccc43)o2)c1	18	3	2	2	79	nt	69	0	0
30	Cc1cc(-n2c(=S)sc3c(=O)n(-c4ccc(F)cc4)c(SCC(=O)O)nc32)ccc1Cl	2	7	-3	-4	95	-2.1	103	0	0
31	CC(C)c1onc(C(=O)N2CCCCCC2)c1[N+](=O)[O-]	-1	4	10	0	99	-0.5	106	4	11
32	N/C(=N\OC(=O)Nc1ccccc1)c1ncc([N+](=O)[O-])s1	-57	3	3	-2	16[may fluoresce violet]	-2.3	?	1	0
33	Cn1cc(SCC(=O)Nc2ccc3c(c2)OCCO3)c2ccccc21	-11	2	-1	-9	108	0.4	113	5	0
34	CCCc1ccc(-c2cc(C(=O)NCCc3ccc(S(N)(=O)=O)cc3)c3ccccc3n2)cc1	-5	0	4	-9	104	0.9	101	2	0
35	COc1cc(S(=O)(=O)n2nc(C)cc2C)c(OC)cc1Cl	2	2	1	1	102	-1.1	94	-3	1
36	COc1ccc(Cl)cc1NC(=O)C(C)OC(=O)c1ccc(NS(=O)(=O)c2ccc3[nH]c(=O)[nH]c3c2)cc1 (centres undefined)	2	4	4	-12	97	0.7	98	9	1
37	C=CCn1cccc(C(=O)Nc2cc(OC)c(OC)c(OC)c2)c1=O	-1	0	-4	0	110	0.4	103	-2	0
38	O=C(NNC(=O)c1cc2ccccc2cc1O)c1cccs1	11	5	9	6	99	2.9	104	11	0
39	CCC1(C)CC(CC(=O)O)(c2ccccc2OC)CCO1 (centres undefined)	0	4	3	0	82	1.2	82	-3	0
40	C=CCNC1=C(Cl)C(=O)N(c2ccccc2Cl)C1=O	7	3	6	-3	71	0.1	58	0	0
41	Cc1ncc(CN2CCCC(C(=O)Nc3ccc(-c4cccc(F)c4)cc3)C2)s1 (centres undefined)	7	nt	nt	nt	98	0.6	97	nt	0
42	CC(NC(=O)CN(C)CC(=O)Nc1ccc(F)c(F)c1F)c1ccccc1 (centres undefined)	-6	3	-5	0	101	2.1	105	4	0
43	Cc1ccc(O)c(NC(=O)CCCC(=O)O)c1	-30	2	7	0	101	2.0	96	-5	2
44	COc1cc(C2/C(=C(\O)c3ccc4c(c3)OCCO4)C(=O)C(=O)N2Cc2ccco2)cc(OC)c1OC (centres undefined)	0	nt	nt	nt	89	nt	94	nt	2
45	COc1ccc(S(=O)(=O)Nc2ccc(F)c(F)c2)cc1C(=O)N1CCOCC1	3	-3	-11	-3	101	3.3	108	-11	2
46	COc1cc(OC)c(OC)cc1CN1CCCC(C(=O)c2sccc2C)C1 (centres undefined)	-1	5	-1	4	107	0.3	103	5	0
47	Cc1nn(C)cc1/C=N\NC(=O)Cc1ccc([N+](=O)[O-])cc1	17	4	5	0	99	-0.1	97	-2	0
48	Cc1cc(C)cc(NC(=O)CSc2nc3c(c(=O)n2C)SC(C)C3)c1 (centres undefined)	4	2	-3	1	99	1.2	96	1	2
49	Cc1ccc(-c2nnc(SCC(=O)N/N=C/c3c(C)nn(-c4ccccc4)c3C)n2-c2ccc(C)cc2)cc1	6	-4	5	-8	108	-2.0	106	4	0
50	Brc1ccc(OCCCOc2cccc3cccnc23)cc1	9	4	0	-1	89	-2.7	91	-3	1

Remaining list, next part
#	Compound	VLA-4 inh	BCLXL inh	GLD-1 TGE inh	Fam108B counter	AGP1 TOR yeast	MEX-5 binding	CIT2-GFP yeast	MCL1 BIM primary	GRK2 inh
51	Cc1ccccc1-c1nc2ccccc2c(=O)n1C1CCS(=O)(=O)C1 (centres undefined)	12	-1	-4	-2	99	1.3	98	0	0
52	CCC(C)NC(=O)c1ccc(CSCc2cccc(F)c2)o1 (centres undefined)	10	5	-2	1	105	-1.4	101	7	0
53	O=C1NC(c2ccc(O)cc2)Nc2ccccc21 (centres undefined)	6	3	1	0	91	1.5	98	0	0
54	CCCC(=O)NC(=S)Nc1cccc2c(O)cccc12	5	4	1	5	105	-2.5	90	1	7
55	Cc1c(C(=O)Nc2ccc3c(c2)OCCO3)sc2ncnc(N3CCCCC3C)c12 (centres undefined)	5	7	3	-5	85	2.0	84	-2	0
56	CCOC(=O)C1CCN(c2nc(-c3ccccc3)nc3c2oc2ccccc23)CC1	2	6	-3	-3	nt	-0.1	106	-2	0
57	COc1ccc(CN2C(=O)c3ccccc3C2C(=O)NCC2CCCO2)c(OC)c1 (centres undefined)	3	4	-1	2	110	-3.1	106	4	2
58	Cc1ccc(C(=O)NCC(=O)NCCCc2ccccc2)s1	-2	4	9	1	93	-0.4	91	3	0
59	S=C(Nc1ccc(Oc2ccc(NC(=S)NC3CCCCC3)cc2)cc1)NC1CCCCC1	39	9	4	-25	90	5.0	98	15	0
60	CCOc1ccc2nc(C)cc(Nc3ccc4c(c3)OCCO4)c2c1	-1	-2	3	2	94	0.8	92	-4	0
61	Cc1ccc(S(=O)(=O)Nc2cccnc2)cc1	19	11	-4	3	91	0.9	91	6	0
62	CCOC(=O)c1ccc2c(c1)N(Cc1ccccc1C)C(=O)c1ccccc1S2=O (centres undefined)	-7	4	0	0	98	0.3	106	8	1
63	Cc1cc(S(=O)(=O)NCC(c2ccc3c(c2)OCO3)N2CCOCC2)ccc1F (centres undefined)	1	-8	-5	-3	100	0.2	95	-8	0
64	CCC(=O)N1CCN(c2ccc(NC(=O)c3ccc(N4CCOCC4)c([N+](=O)[O-])c3)cc2)CC1	-11	4	9	7	94[may fluoresce green]	-3.0	103[may fluoresce green]	4	5
65	CC(=O)NC(CC(=O)NC1CCCc2ccccc21)c1ccccc1 (centres undefined)	-9	-4	8	-1	102	0.4	99	-7	0
66	C/C(=N\NC(=O)Cn1ccc(C(F)(F)F)n1)c1ccc2c(c1)OCO2	10	3	6	2	100	0.1	101	11	1
67	Cc1ccc(C2/C(=C(/O)c3cnn(-c4ccccc4)c3C)C(=O)C(=O)N2CCN2CCOCC2)o1 (centres undefined)	0	13	7	3	106	1.2	105	20	1
68	C=CCOc1ccc2c(CC)cc(=O)oc2c1C	-18	4	5	2	89	-1.2	85	5	0
69	C=CCc1ccccc1OCC(O)CN1CCOCC1 (centres undefined)	-8	3	6	0	108	-4.4	105	-5	0
70	CCc1ccc(Nc2n[n+](-c3ccccc3)c(/C=C/c3ccccc3)s2)cc1	12	-3	-2	1	113	-4.2	98	-5	0
71	CCNC(=S)N(CCN(CC)CC)Cc1cc2cc3c(cc2[nH]c1=O)OCCO3	0	6	-7	-2	93	2.9	104	14	0
72	N=c1c2c3c(sc2ncn1N)CCC3	-7	9	-2	7	98	-2.8	87	8	0
73	Cc1cc(C)cc(C(=O)NCC(=O)N2CCN(c3cccc(Cl)c3)CC2)c1	-2	1	6	-3	100	0.5	101	0	0
74	Cc1cc(S(=O)(=O)N2CCN(c3ccccn3)CC2)c(C)cc1Cl	7	3	6	3	99	0.1	92	-7	0
75	COCC(=O)N(Cc1cc2cc(C)ccc2[nH]c1=O)c1ccc(C)c(C)c1	3	5	-3	-1	98	0.8	100	3	nt
76	Cn1nnnc1SCC(=O)N1CCc2ccccc21	3	-4	0	-4	98	1.7	97	-3	3
77	NS(=O)(=O)c1ccc(CCNC(=O)CN2CCN(Cc3cccc(C(F)(F)F)c3)CC2)cc1	2	16	6	1	103	0.1	105	7	1
78	O=C1CC(c2ccccc2)=Nc2ccccc2N1Cc1ccccc1	6	-3	6	2	107	0.5	99	1	0
79	CC1(C)NC(=O)N(CC(=O)OCC(=O)Nc2sccc2C#N)C1=O	44	19	20	-5	94	-16	101	24	3
